# MsrA inhibitor – inhibitors of bovine MsrA; purified bovine MsrA, absorbance read-out; inhibition, % at 15.5 µM; hit rate 0.75% among 360,000; AID 651718; in the data active = inhibition above about 4.5%;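 note: 0% = vehicle wells with enzyme and 100% = reference inhibitor wells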
# FAS-TE inh – FAS thioesterase (human) inhibition; AID 602261; recombinant FAS-TE, OMFH fluorogenic substrate, fluorescence endpoint; inhibition, % at 15 µM; hit rate 0.67% among 360,000;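 active = compounds whose normalised, plate-corrected inhibition of enzyme fluorescence in the single-dose primary screen is 50% or more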;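 note: 0% = DMSO with enzyme and 100% = substrate without enzyme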
# MsrA act – activators of bovine methionine sulfoxide reductase A. hit rate 0.3% among 360,000. purified bovine MsrA, absorbance read-out. activation, % at 10.6 µM; in the data active = activation above about 7.5%;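 note: 0% = vehicle and 100% = reference activator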
# CSN deneddyl inh – CSN deneddylation inhibition. Purified CSN, SCF-Nedd8-OG deneddylation, fluorescence polarization. inhibition, % at 12.5 µM. hit rate 0.38% among 360,000;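 active = pattern-corrected inhibition above about 35%, with an unprinted fluorescence ratio check between 0.5 and 1.5, limit read from the data, passing the limit was not always enough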;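 note: 0% = enzyme with substrate and 100% = substrate without enzyme; some results filed as inactive read as strong as hits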
#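 Test system: purified human Csn5 enzyme expressed in HEK293T cells. Amount: 0.24 nM enzyme. Reagent: SCFSkp2-Nedd8OG substrate at 10 nM final. Schedule: 90 min incubation of compound, enzyme and substrate at room temperature. Detection: fluorescence polarization. Read-out: % inhibition of substrate cleavage by Csn5.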
# Rin1-Abl PPI inh – human Rin1-Abl interaction inhibition | P00519+Q13671 | TR-FRET Rin1/Abl binding, biochemical | inhibition, % at 7.35 µM | hit rate 0.4% among 360,000 | AID 588664; in the data active = inhibition above about 5%, passing the limit was not always enough
# E coli Lon inh – inhibitors of E. coli Lon protease; P0A9M0; purified E. coli Lon protease, fluorescence polarization; inhibition, % at 7.94 µM; hit rate 0.42% among 360,000; AID 602123; in the data active = inhibition above about 13%, passing the limit was not always enough;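 note: 0% = enzyme with probe and DMSO and 100% = no enzyme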
# Neddyl block – inhibitors of human cullin neddylation. calls only at 25 µM. AID 651699. hit rate 0.58% among 360,000. TR-FRET cullin neddylation, biochemical; in the data active = inhibition above about 36%
# MLLE-PAM2 inh – inhibitors of microRNA-mediated deadenylation, human PABP1 MLLE binding | P11940 | GST-MLLE / FITC-PAM2 fluorescence polarization | inhibition, % at 20 µM | hit rate 0.36% among 360,000; in the data active = inhibition above about 35%, passing the limit was not always enough;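 note: plate controls were DMSO wells with GST-MLLE for no effect and wells lacking GST-MLLE protein for full effect; some results filed as inactive read as strong as hits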
# Tb MetRS inh – blocks T. brucei methionyl-tRNA synthetase activity; inhibition, % at 11.9 µM; AID 624268; hit rate 0.4% among 360,000; purified T. brucei MetRS, ATP depletion, Kinase-Glo luminescence;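 active = inhibition above a per-plate cutoff of the control wells' mean inhibition plus 3 SD, cut at about 5.5% in these data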;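 note: 0% = DMSO wells median and 100% = median of wells with control inhibitor compound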
#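 Measured by: Kinase-Glo luciferase luminescence reporting remaining unconsumed ATP. Material: purified T. brucei MetRS enzyme. Doses: 11.9 µM compound single dose, 0.9% DMSO. Medium: HEPES buffer containing pyrophosphatase, BSA, spermine, DTT. Times: 15 min preincubation, 2 h reaction, all 25 °C. Reagent: methionine, ATP and bulk E. coli tRNA.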
# Numbers without * were called inactive; i = inactive; / = no result given; + = active, no number.
SMILES,MsrA inhibitor,FAS-TE inh,MsrA act,CSN deneddyl inh,Rin1-Abl PPI inh,E coli Lon inh,Neddyl block,MLLE-PAM2 inh,Tb MetRS inh
O=C(NCCSc1ncc(-c2ccc(F)cc2)[nH]1)c1ccco1,-0.5,-4,0,-6,0,-2,i,6,-0.3
Cc1onc(-c2ccccc2)c1C(=O)NCCc1ccc(S(N)(=O)=O)cc1,-1.0,-8,-10,2,-4,-12,i,12,-1.1
Cc1ccc(NC(=O)C(=O)c2cn(CC(=O)N3CCCCC3)c3ccccc23)cc1,0.8,40,-10,3,-3,-3,i,-6,-0.6
Cc1cccc(CS(=O)(=O)Cc2ccc(C(=O)NCc3cccnc3)o2)c1,0.8,-3,-2,-1,-1,-2,i,-5,-0.3
O=C(CSc1nc2ccccc2n1-c1ccccc1)NCC1CCCO1 (stereo not drawn),-0.9,0,-7,-2,1,-5,i,-12,1.3
O=c1ccc(-c2nc3cc(Cl)ccc3n2Cc2ccccc2)c[nH]1,-0.3,-2,-5,-1,-1,-2,i,-3,0.5
NS(=O)(=O)c1ccc(NC(=S)Nc2cc(Cl)c(Cl)cc2Cl)cc1,-0.4,5,-2,-9,-3,6,i,32,0.3
CC(C)=CC(=O)OCC(=O)NC1CCCc2ccccc21 (stereo not drawn),3.0,1,-5,6,2,-5,i,-5,-0.5
O=C(Cc1ccccc1)NC(=S)Nc1ccc2oc(-c3ccccc3F)nc2c1,0.2,21,-2,-1,2,7,i,23,-0.5
O=C(COC(=O)c1cc(S(=O)(=O)N2CCOCC2)ccc1Cl)Nc1ccc2c(c1)OCO2,1.5,5,-3,4,-4,0,i,-3,-0.2
Cc1ccc(Nc2nc(NCc3ccco3)c3ccccc3n2)cc1,0.5,0,-1,0,-5,4,/,1,-0.1
CC(C)(C)C(=O)C1=C(O)C(=O)N(Cc2ccccc2)C1c1ccccc1Cl (stereo not drawn),0.9,2,-3,-4,-7,-2,i,3,-0.2
CC(=O)c1cc(NC(=O)c2ccc([N+](=O)[O-])cc2)c(=O)oc1C,2.5,-1,-3,2,-1,-3,i,12,0.3
CC1CC(C)CN(CCCSc2ccccc2)C1 (stereo not drawn),-0.7,-10,-3,-11,2,7,i,5,1.1
C[C@@H]1CCCCO[C@@H](CN(C)CC2CCCCC2)[C@@H](C)CN([C@H](C)CO)C(=O)c2cc(NS(=O)(=O)c3ccc(Cl)cc3)ccc2O1,0.6,11,-3,1,-1,13,i,-16,-2.2
Cc1nnc2sc(SCC(=O)Nc3nccs3)nn2c1=O,0.0,-6,-2,5,2,-1,i,32,0.2
CCOC(=O)c1c(NC(=O)c2cccc([N+](=O)[O-])c2C(=O)O)sc2c1CCCC2,2.3,0,-3,-5,0,1,i,15,-0.3
CCCc1cc(=O)n2[nH]c(C)nc2n1,0.9,-7,-1,5,-4,2,i,-4,0.5
O=C1CCC(C(=O)N2CCN(c3ccccc3)CC2)CN1Cc1ccc(Cl)cc1 (stereo not drawn),-0.9,-4,-3,-3,0,-10,i,2,0.7
Cc1ccc(OCc2nnc(SCC(=O)Nc3cc(C)on3)n2C)cc1,-1.3,-7,-3,2,0,-5,i,-8,0.2
Cc1ccc(S(=O)(=O)NC(C(=O)Oc2cc3oc(=O)cc(C)c3cc2Cl)C(C)C)cc1 (stereo not drawn),1.5,26,-6,-5,0,-1,/,1,-0.5
CC(C)(C)CC(=O)NC(=S)NCc1ccco1,-0.5,1,0,5,1,-3,i,22,-0.5
CCCc1cc(=O)oc2c(CN3CCN(C)CC3)c(O)ccc12,1.9,-5,0,-1,1,-5,/,14,0.8
Cc1ccccc1Cn1cnc2c(oc3ccccc32)c1=O,-1.4,-2,-1,2,1,-9,i,2,-0.8
Cc1ccccc1OCC(=O)OCC(=O)Nc1cc(S(C)(=O)=O)ccc1Cl,1.7,-8,-6,2,0,-2,i,4,-0.5
SMILES,MsrA inhibitor,FAS-TE inh,MsrA act,CSN deneddyl inh,Rin1-Abl PPI inh,E coli Lon inh,Neddyl block,MLLE-PAM2 inh,Tb MetRS inh
COc1ccc(NS(=O)(=O)c2ccc3nc(COc4cccc5ccccc45)[nH]c3c2)cc1,-0.3,18,-4,5,-1,4,i,10,0.8
COc1ccc(NC(=O)C2CCCN(S(=O)(=O)c3cccs3)C2)cc1OC (stereo not drawn),0.1,-2,-1,-1,6,-2,i,1,-1.2
O=C(CSc1nc(-c2ccc(F)cc2)nc2ccc(F)cc12)Nc1cccc(C(=O)O)c1,1.4,7,-6,12,-7,-2,i,7,-0.7
COc1cccc(C(=O)NN2C(=S)N(c3ccccc3)C(=O)C2CC(N)=O)c1 (stereo not drawn),-1.1,-3,-9,5,-2,8,i,-8,-1.7
O=C(O)c1oc2ccccc2c1CN1CCN(c2ccccc2)CC1,-0.8,-3,3,0,0,-8,i,2,0.1
Cc1c(C(=O)N2CCN(S(=O)(=O)c3ccccc3)CC2)oc2ccc(Br)cc12,1.0,23,-2,2,-2,35*,i,8,0.2
CCc1ccc(NC(=O)C(NS(=O)(=O)c2ccc3c(c2)CCN3C(C)=O)C(C)C)cc1 (stereo not drawn),-1.2,-3,-10,0,-2,8,i,8,-0.4
O=C1c2ccccc2C(=O)N1CC(=O)N1c2ccccc2Sc2ccccc21,0.6,28,-1,5,1,5,i,-2,-0.1
O=C1[C@H](Cc2ccccc2)NCC=CC[C@H](c2ccco2)N1Cc1ccccc1,0.0,2,-1,2,1,-11,i,-2,0.6
Cc1ccc(S(=O)(=O)c2c(N)n(C)c3nc4ccccc4nc23)cc1,4.6*,3,2,-1,1,-7,/,-8,-0.7
Clc1ccccc1N1CCN(Cc2ccco2)CC1,0.2,1,-1,0,0,-9,i,-3,-1.0
O=C(Nc1ccc(F)cc1)N1CCN(C(=O)C2CCCO2)CC1 (stereo not drawn),-0.9,-3,1,1,-1,-17,i,-7,-0.2
CCCCOC(=O)c1ccc(NC(=O)c2c(OC)cccc2OC)cc1,-0.5,19,-6,-2,-1,-3,i,3,-0.8
COc1ccc(C(C(=O)NC2CCCCC2)N(CC2CCCO2)C(=O)C2COc3ccccc3O2)cc1OC (stereo not drawn),0.0,2,-1,-2,5,-6,i,1,0.1
CCC(=O)Nc1ccc2oc(-c3cccnc3)nc2c1,0.9,-6,-2,0,-1,6,/,10,-0.3
Cn1c(NNC(=O)CCC2CCCCC2)cc(=O)n(C)c1=O,-0.1,4,5,-3,-1,-4,i,-15,-0.5
CCOCCCNC(=O)C1CCCN1S(=O)(=O)c1ccc(Cl)cc1 (stereo not drawn),0.3,-2,2,1,3,-2,i,0,-0.7
O=S(=O)(Nc1c(O)ccc2ccccc12)c1ccc(F)cc1,-0.3,0,-1,10,2,12,i,-33,3.4
COc1cc(/C=C(\NC(C)=O)C(=O)N2CCCCC2)ccc1OC(C)=O,-0.7,-4,-2,-3,-1,-10,i,-6,-1.3
COc1ccc(CSCC(=O)N/N=C/c2ccccc2O)cc1,1.3,2,-10,1,-1,1,+,2,2.4
c1ccc(NCc2nc(-c3ccccc3)no2)cc1,-0.5,10,-1,3,5,-4,i,-4,0.6
COc1ccc(C(C)=O)cc1CC1(C)C(=O)Nc2ccc(OC(F)(F)F)cc21 (stereo not drawn),-1.4,2,0,2,-5,4,i,8,-0.3
COc1cc(/C=C2\CC/C(=C\c3ccc(OCCO)c(OC)c3)C2=O)ccc1OCCO,0.9,-10,-6,34,-10,-107,i,-143,-1.2
C=CCNC(=O)C1CC(=O)N(c2ccc(C)cc2)C1 (stereo not drawn),-0.9,-4,-2,-1,-3,-1,i,13,0.1
C=CCNC(=O)C1CC(=O)N(c2ccc(OCC(=O)Nc3ccccc3)cc2)C1 (stereo not drawn),-0.2,0,2,-1,0,-6,i,6,-0.6

# Entries of single compounds as entered above. Screens in order: MsrA inhibitor	FAS-TE inh	MsrA act	CSN deneddyl inh	Rin1-Abl PPI inh	E coli Lon inh	Neddyl block	MLLE-PAM2 inh	Tb MetRS inh
# Results for O=C(CSc1nc(-c2ccc(F)cc2)nc2ccc(F)cc12)Nc1cccc(C(=O)O)c1 : 1.4	7	-6	12	-7	-2	i	7	-0.7
# Results for COc1ccc(NC(=O)C2CCCN(S(=O)(=O)c3cccs3)C2)cc1OC (stereo not drawn) : 0.1	-2	-1	-1	6	-2	i	1	-1.2

# Continuation:
SMILES,MsrA inhibitor,FAS-TE inh,MsrA act,CSN deneddyl inh,Rin1-Abl PPI inh,E coli Lon inh,Neddyl block,MLLE-PAM2 inh,Tb MetRS inh
COCCNC(=O)c1ccccc1NC(=O)Nc1ccccc1,-0.4,-3,-2,1,1,0,i,-6,-0.6
CNC(=O)NC(=O)CSc1ccc(S(=O)(=O)N2CCOCC2)cn1,-0.5,-9,-1,-2,0,6,i,-2,-0.2
O=C(COc1ccc(Br)cc1)N1CCc2ccccc2C1,1.0,19,-4,-12,0,-4,i,7,1.8
COc1ccccc1C(C)NCC(=O)Nc1ccccc1C(F)(F)F (stereo not drawn),-0.7,12,2,-6,-2,-5,i,1,-0.7
COC(=O)CC(=O)CSc1nc2c(cc1C#N)CCCCC2,2.4,5,-3,4,1,-18,/,9,-0.3
CN(C)/C=C/C(=O)c1ccc(Cl)c([N+](=O)[O-])c1,4.3,9,-4,-2,-5,15,i,1,-0.8
O=C(Cc1ccccc1)NCCCc1ccccc1,-0.4,-9,-3,8,2,-4,i,-8,-1.1
Nc1nc(-c2ccc(Cl)cc2)nn1C(=O)c1cccs1,-0.9,0,-4,-7,-2,6,i,2,0.2
O=C(Nc1ccncc1)Nc1ccc(Cl)cc1,-1.9,1,0,2,2,-13,i,-9,0.2
COCc1cc(=O)n2[nH]c(-c3cccs3)cc2n1,-0.4,-9,7,31,2,4,/,13,-0.1
O=C(NCc1ccccn1)C1Nc2ccc(OC(F)(F)F)cc2C2C=CCC12 (stereo not drawn),0.0,1,-10,2,5,-12,i,12,-0.4
CN(C)CCCNc1cc(C(C)(C)C)nc2c(-c3ccccc3)cnn12,-0.8,4,0,1,0,-1,/,-9,-0.9
COc1ccc(N2CCN(C(=O)CN3C(=O)COc4ccccc43)CC2)cc1,-0.2,-2,-3,2,2,-8,i,0,-0.3
Cc1ccc(N2CCN(c3ccc(C)cc3)C2c2cccnc2)cc1,0.4,29,-6,-1,1,7,i,-8,-0.7
COCCNC(=S)NNc1ccccc1[N+](=O)[O-],0.7,-1,-10,-3,1,-7,i,-53,-1.0
COc1cc(C=O)ccc1Oc1nc(Nc2ccc(F)cc2F)nc(N2CCOCC2)n1,0.9,12,-3,-4,-1,-4,i,-5,0.7
CCOC(=O)c1c(C)n(C)c2ccc(OC)c(NS(=O)(=O)CC)c12,1.5,-10,3,-2,1,-6,i,18,-0.4
C[n+]1cccc(O)c1SCc1ccccc1,0.6,-10,-7,-6,-4,7,i,16,-0.4
CCC(C)NC(=O)CN1C(=O)NC2NC(=O)NC21 (stereo not drawn),-0.9,-6,-6,1,-1,-4,i,-9,-1.2
Cc1nc(-c2ccc(Cl)cc2)sc1C1(C)CC(c2ccccc2Br)=NO1 (stereo not drawn),1.2,15,-2,2,1,-4,i,-6,-0.2
Cc1ccccc1NC(=S)N(CCN(C)C)C(C)c1ccco1 (stereo not drawn),0.5,-6,-4,-7,0,0,i,11,0.2

# Arranged by formula weight (lowest first): some entries from above.
SMILES,MsrA inhibitor,FAS-TE inh,MsrA act,CSN deneddyl inh,Rin1-Abl PPI inh,E coli Lon inh,Neddyl block,MLLE-PAM2 inh,Tb MetRS inh
COC(=O)CC(=O)CSc1nc2c(cc1C#N)CCCCC2,2.4,5,-3,4,1,-18,/,9,-0.3
COc1ccccc1C(C)NCC(=O)Nc1ccccc1C(F)(F)F (stereo not drawn),-0.7,12,2,-6,-2,-5,i,1,-0.7
CCOC(=O)c1c(C)n(C)c2ccc(OC)c(NS(=O)(=O)CC)c12,1.5,-10,3,-2,1,-6,i,18,-0.4

# Source: PubChem
